Compound activity from PubChem BioAssay.
INS promoter inh = TRM-6 insulin promoter activity inhibition | 0.9% of 130,000 active | inhibition, % at 2 µM | AID 1273 | TRM-6 cells (human fetal islet line), insulin promoter-eGFP reporter, imaging; reporter expression induced with tamoxifen;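 active = inhibition above the mean plus 3 SD, with well images judged a real hit on visual review, cut at about 60% in these data, passing the limit was not always enough; inconclusive = inhibition over the cutoff but images rejected on review; inactive = inhibition not above the cutoff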
SDO1 yeast rescue = compounds rescuing growth of sdo1-depleted yeast, bone marrow failure model. S. cerevisiae sdo1-depleted JHY4D growth rescue, OD600 30 h; active compounds read high; pdr5 snq2 efflux-pump mutant strain. z-score at 10 µM. 0.21% of 140,000 active;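 active = z-score above 3 at both the 24 hr and the 30 hr optical density reads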;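 note: z-score against mean and SD of all compound wells on the same plate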
SDO1 yeast rescue Rescue 24 h = second read-out of SDO1 yeast rescue, no call of its own (marks repeat the call); z-score; S. cerevisiae sdo1-depleted JHY4D growth rescue, OD600; measured here: growth rescue at 24 h;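 0 is the plate mean of compound wells and units are plate SD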
* marks the source's active call; other numbers are inactive results; & = joins results of further samples. Only part of the results is shown. The share of hits here may be higher or lower than overall.

Screening COc1ccc(Nc2nnc(-c3ccc(N4CCOCC4)c([N+](=O)[O-])c3)c3ccccc23)cc1 returned INS promoter inh 6.7, SDO1 yeast rescue -0.31 and SDO1 yeast rescue Rescue 24 h -0.34.
Screening CC(C)c1ccc(N=C2NN=C(c3cccs3)CS2)cc1 returned INS promoter inh -7.1.
`COCCn1c(C)nc2oc3ccc(Br)cc3c(=O)c2c1=O` gave INS promoter inh 53.9, SDO1 yeast rescue 0.33 and SDO1 yeast rescue Rescue 24 h -0.24.
Screening CC(CC(=O)N1CCN(c2ccccc2)CC1)c1ccccc1 (stereo not given) returned INS promoter inh -107.1, SDO1 yeast rescue 0.61 and SDO1 yeast rescue Rescue 24 h 0.99.
Screening O=C(NN=C1CCC(c2ccccc2)CC1)c1cc2c(s1)CCCC2 (stereo not given) returned INS promoter inh 8.8, SDO1 yeast rescue 0.8 and SDO1 yeast rescue Rescue 24 h 0.13.
`COc1ccccc1CNC(=O)[C@@H]1CCCN1C(=O)C1CCN(S(=O)(=O)c2ccc(C)cc2)CC1` gave INS promoter inh -41.9, SDO1 yeast rescue 1.38 and SDO1 yeast rescue Rescue 24 h 1.45.
Screening c1ccc(COc2ccc(OCCOCCn3cncn3)cc2)cc1 returned INS promoter inh 48.8, SDO1 yeast rescue 0.81 and SDO1 yeast rescue Rescue 24 h 2.17.
For COC(=O)c1ccc(NC(=O)c2cn(-c3cccc(C)n3)cn2)cc1 the results were INS promoter inh 27.3, SDO1 yeast rescue -0.39 and SDO1 yeast rescue Rescue 24 h -0.2.
C=CCn1c(Cc2cccs2)nnc1SCC(=O)Nc1cc(OC)cc(OC)c1 was read as INS promoter inh -83.3, SDO1 yeast rescue 0.34 and SDO1 yeast rescue Rescue 24 h 0.9.
`Cc1cccc(C)c1NC(=O)COn1nnc2ccc(C(F)(F)F)cc21` gave INS promoter inh 6.7, SDO1 yeast rescue 0.17 and SDO1 yeast rescue Rescue 24 h -0.9.
`CCOC(=O)/C=c1\s/c(=C\c2c(OCC)ccc3ccccc23)c(=O)n1CC(=O)NCC1CCCO1` (stereo not given) gave INS promoter inh -184.6, SDO1 yeast rescue -0.95 and SDO1 yeast rescue Rescue 24 h -0.82.
COCCNC(=S)N/N=C(\C)c1ccccc1O was read as INS promoter inh -330.8, SDO1 yeast rescue -0.21 and SDO1 yeast rescue Rescue 24 h -0.48.
For C/C(=N\N1C(=O)c2ccccc2NC1c1ccco1)c1ccccc1O (stereo not given) the results were INS promoter inh 42.1.
For COc1ccc(CCNC(=S)NC(=O)c2ccccc2)cc1OC the results were INS promoter inh -55.2, SDO1 yeast rescue -0.32 and SDO1 yeast rescue Rescue 24 h 0.4.
Screening COCCNCC(=O)Nc1ccccc1Sc1ccccc1 returned SDO1 yeast rescue 0.56 and SDO1 yeast rescue Rescue 24 h 0.67.
Screening Nc1nonc1-c1nc2ccccc2n1Cc1ccccc1 returned INS promoter inh -12.9, SDO1 yeast rescue -1.13 and SDO1 yeast rescue Rescue 24 h 0.47.
Screening Cc1ccc(Cl)cc1N1CCN(C(=O)C2CCN(S(=O)(=O)c3cnc[nH]3)CC2)CC1 returned SDO1 yeast rescue 0.44 and SDO1 yeast rescue Rescue 24 h -0.06.
`C=CCc1ccc(OCC(O)CN2CCC(Cc3ccccc3)CC2)c(OC)c1` (stereo not given) gave INS promoter inh 3.5, SDO1 yeast rescue -2.31 and SDO1 yeast rescue Rescue 24 h -1.3.
Cc1ccc(Cn2nnc3c(=O)[nH]c(C4CCN(S(=O)(=O)c5cc(C)ccc5C)CC4)nc32)cc1 was read as INS promoter inh 45.5, SDO1 yeast rescue 0.67 and SDO1 yeast rescue Rescue 24 h 0.81.
CC(C)(C)NC(=O)C(c1ccco1)N(C(=O)Cn1nnc(-c2ccc(F)cc2)n1)c1ccccc1 (stereo not given) was read as INS promoter inh inconclusive.
`NC12CCc3c(no[n+]3[O-])C1(O)CC(c1ccccc1)=[N+]2[O-]` (stereo not given) gave SDO1 yeast rescue 0.88 and SDO1 yeast rescue Rescue 24 h 0.58.
`Cc1cc(CSc2ccccc2)ccc1NC(=O)c1cccc([N+](=O)[O-])c1` gave INS promoter inh 13.3, SDO1 yeast rescue 0.53 and SDO1 yeast rescue Rescue 24 h 2.33.
For COc1ccc(NC(=O)c2cccc(Cn3cc(Br)cn3)c2)cn1 the results were INS promoter inh 33.3, SDO1 yeast rescue -0.18 and SDO1 yeast rescue Rescue 24 h -0.84.
O=C(Nc1ccon1)c1ccccc1Cl was read as INS promoter inh 56.2, SDO1 yeast rescue -0.36 and SDO1 yeast rescue Rescue 24 h -1.2.
`Cc1ccc2nc(-c3ccccc3)c(CN3CCN(c4ccccc4F)CC3)n2c1` gave INS promoter inh 11.1.
For O=C(NCc1ccc(Cl)cc1)C(=O)NCC1OCCN1C(=O)c1ccc(Cl)cc1 (stereo not given) the results were INS promoter inh 69.2*.
CCN(CC)c1ncnc2sc(C(=O)N3CCN(c4ccccc4)CC3)c(C)c12 was read as SDO1 yeast rescue -0.37 and SDO1 yeast rescue Rescue 24 h -0.55.
CCn1c(SCC(=O)NCC2CCCO2)nnc1-c1ccc(Cl)cc1 (stereo not given) was read as INS promoter inh -25.0.
For CCN(CC)c1ccc(/C=N/N2CCN(Cc3ccc(C)cc3C)CC2)c(O)c1 the results were INS promoter inh -36.4, SDO1 yeast rescue 0.21 and SDO1 yeast rescue Rescue 24 h -0.15.
Screening Cc1cccc(NC(=O)CSc2ccc(-c3ccco3)nn2)c1 returned INS promoter inh -6.5, SDO1 yeast rescue 0.18 and SDO1 yeast rescue Rescue 24 h -0.18.
Screening O=C(CC1(O)C(=O)Nc2ccccc21)c1ccc(-n2cnnn2)cc1 (stereo not given) returned INS promoter inh -16.7.
`CCOCCCNC(=O)c1ccc2c(c1)N=C(CC)c1cc(Br)ccc1S2` gave INS promoter inh -273.3.
`CCOC(=O)c1c(-c2ccccc2)csc1NC(=O)C1CCCO1` (stereo not given) gave SDO1 yeast rescue -1.14 and SDO1 yeast rescue Rescue 24 h -0.19.
For CCOC(=O)c1c(NC(=O)CSc2nnnn2C)sc(CC)c1C the results were INS promoter inh 30.8, SDO1 yeast rescue -1.56 and SDO1 yeast rescue Rescue 24 h -0.99.
`COc1ccc(/C=N/NC(=O)C(=O)N2CCCC2)cc1OC` gave INS promoter inh 6.9, SDO1 yeast rescue 0.4 and SDO1 yeast rescue Rescue 24 h 0.
Screening CCNC(=S)N/N=C(\C)c1cccc([N+](=O)[O-])c1 returned INS promoter inh -70.0, SDO1 yeast rescue -0.58 and SDO1 yeast rescue Rescue 24 h -0.21.
`C=CCNC(=S)N1CCN(c2ccc([N+](=O)[O-])cc2)CC1` gave SDO1 yeast rescue 1.08 and SDO1 yeast rescue Rescue 24 h 1.15.
Screening Nc1ccc(C(=O)O)c(O)c1 returned INS promoter inh 33.3&-4.5&-14.3, SDO1 yeast rescue 0.58&0.57 and SDO1 yeast rescue Rescue 24 h 0.27&0.57.
For COc1ccc(C(CNC(=O)COc2ccccc2OC)N(C)C)cc1OC (stereo not given) the results were INS promoter inh 21.2, SDO1 yeast rescue 0.58 and SDO1 yeast rescue Rescue 24 h 0.9.
For O=C(O)c1ccc(-c2ccco2)n1Cc1ccccc1 the results were SDO1 yeast rescue 1.2 and SDO1 yeast rescue Rescue 24 h 0.87.
For CCN(CC)S(=O)(=O)c1ccc2[nH]c(=O)cc(C(=O)Nc3ccc(C)c(S(=O)(=O)N(CC)CC)c3)c2c1 the results were INS promoter inh 33.3, SDO1 yeast rescue 0.92 and SDO1 yeast rescue Rescue 24 h 0.26.
For O=C1Nc2cc(Cl)c(Cl)cc2N(O)N1c1ccc(Cl)cc1 the results were INS promoter inh -8.1, SDO1 yeast rescue 0.36 and SDO1 yeast rescue Rescue 24 h 0.15.
`CCOc1ccc(N2C(=O)C3ON(c4ccccc4)C(c4cccs4)C3C2=O)cc1` (stereo not given) gave INS promoter inh 48.1.
`COc1cccc2c3c(c(=O)[nH]c12)CCC(C)(C)O3` gave INS promoter inh 23.3, SDO1 yeast rescue -0.96 and SDO1 yeast rescue Rescue 24 h -1.13.
For CCC1CCCCN1C(=O)CSc1nc(N)c(NC(=O)c2ccc(OC)c(OC)c2)c(=O)[nH]1 (stereo not given) the results were SDO1 yeast rescue -0.68 and SDO1 yeast rescue Rescue 24 h -1.25.
For COc1cccc(/C=N/Nc2nc3ccccc3n3cnnc23)c1O the results were SDO1 yeast rescue -0.69 and SDO1 yeast rescue Rescue 24 h -0.21.
Screening CCOc1cc(C(=O)N2CCc3cc(OC)c(OC)cc3C2)ccc1OC(F)F returned SDO1 yeast rescue -0.55 and SDO1 yeast rescue Rescue 24 h -0.78.
`CC(C)OC(=O)c1ccc(NC(=O)c2ccccc2)cc1` gave INS promoter inh -23.1, SDO1 yeast rescue 1.4 and SDO1 yeast rescue Rescue 24 h 1.46.
`C(#CCN1CCOCC1)COCCOC(c1ccccc1)c1ccccc1` gave INS promoter inh -27.0, SDO1 yeast rescue -0.1 and SDO1 yeast rescue Rescue 24 h 0.39.
For COc1ccccc1Cn1c(/C=C/c2ccccc2)nc2ccccc21 the results were INS promoter inh 20.6, SDO1 yeast rescue -1.33 and SDO1 yeast rescue Rescue 24 h -0.27.
CCOC(=O)c1cnn(Cc2cccc(Cl)c2)c1C was read as INS promoter inh -12.5.
Cc1noc2ncnc(Oc3ccc(Cl)cc3Cl)c12 was read as INS promoter inh -15.0.
For Cc1cc(C)c(C)c(S(=O)(=O)NNC(=O)c2cccc(S(=O)(=O)N3CCOCC3)c2)c1C the results were INS promoter inh -3.2, SDO1 yeast rescue 0.7 and SDO1 yeast rescue Rescue 24 h 0.08.

4 compounds from above, ordered by SMILES length, low to high:
Cc1noc2ncnc(Oc3ccc(Cl)cc3Cl)c12 was read as INS promoter inh -15.0.
`CC(C)OC(=O)c1ccc(NC(=O)c2ccccc2)cc1` gave INS promoter inh -23.1, SDO1 yeast rescue 1.4 and SDO1 yeast rescue Rescue 24 h 1.46.
For COc1ccccc1Cn1c(/C=C/c2ccccc2)nc2ccccc21 the results were INS promoter inh 20.6, SDO1 yeast rescue -1.33 and SDO1 yeast rescue Rescue 24 h -0.27.
For Cc1cc(C)c(C)c(S(=O)(=O)NNC(=O)c2cccc(S(=O)(=O)N3CCOCC3)c2)c1C the results were INS promoter inh -3.2, SDO1 yeast rescue 0.7 and SDO1 yeast rescue Rescue 24 h 0.08.

Two successive compounds already listed, quoted:
For COc1ccc(CCNC(=S)NC(=O)c2ccccc2)cc1OC the results were INS promoter inh -55.2, SDO1 yeast rescue -0.32 and SDO1 yeast rescue Rescue 24 h 0.4.
Screening COCCNCC(=O)Nc1ccccc1Sc1ccccc1 returned SDO1 yeast rescue 0.56 and SDO1 yeast rescue Rescue 24 h 0.67.
